# High-throughput results deposited in PubChem BioAssay by NCI.
# Growth percent in the NCI-60 one-dose screen (48 h, 10 µM unless noted): 100 = growth as untreated, 0 = no growth, -100 = all killed.
# TK-10: TK-10 renal cancer cells; hit rate 3.9% among 81,000
# HCC-2998: HCC-2998 colon cancer | hit rate 4.7% among 79,000
# 786-0: 786-0 renal cancer cells | hit rate 5.1% among 81,000
# SN12C: SN12C renal cancer cells | hit rate 3.8% among 81,000
# HCT-116: HCT-116 colon cancer | hit rate 7.3% among 82,000 | AID 1794798
# UO-31: UO-31 renal cancer; hit rate 5.2% among 81,000
# HCT-15: HCT-15 colon cancer; hit rate 5.2% among 82,000
# HT29: HT29 colon cancer. AID 1794748. hit rate 7.4% among 81,000
# SW-620: SW-620 colon cancer. hit rate 5.2% among 82,000. AID 1794795
# Starred values were filed as active, the others as inactive; . = no result given; & = joins results of further samples. How the source made its calls: active means growth percent below 10; inactive means the rest.
SMILES,TK-10,HCC-2998,786-0,SN12C,HCT-116,UO-31,HCT-15,HT29,SW-620
CSC(=O)NNc1nc2ccccc2s1,105,99,107,104,104,67,103,92,112
N#Cc1ncc(-c2ccc(F)cc2F)c(NC2CCCCCC2)n1,91,105,95,81,79,66,79,89,100
CC(C)(C)CC(C)(C)c1ccc(OCCOCC[N+](C)(C)CC(=O)[O-])cc1,109,108,106,103,107,98,105,103,101
Cc1cccc(NC(=S)Nc2nnc3c4c5c(sc4ncn23)CCCC5)c1,126,105,100,97,85,87,101,102,102
ON=C(C1CC1)C1CC1,93&97,96&117,101&108,94&93,102&105,93&82,110&105,101&106,98&98
COc1ccc(/C=N/NC(=O)c2c(N)nn(C)c2Nc2ccccc2)cc1Oc1ccccc1,102,101,101,95,80,72,88,110,100
CCOC(=O)c1c2c(n(-c3ccc(OC)cc3)c1-c1ccccc1)C=CCC2,92,96,94,95,73,75,86,69,96
Cc1nc2sc(-c3nc4ccccc4[nH]3)c(N)c2c(C)c1Br,133,91,104,106,103,70,98,93,98
COc1ccc2[nH]c3nc4cnccc4cc3c2c1,111,117,104,101,98,71,98,100,104
CC(=O)c1ccc(NC(=O)Cn2c(Br)nc3c2c(=O)n(C)c(=O)n3C)cc1,111,108,102,96,105,82,100,103,86
COc1ccc(-c2nc3sccn3c2-c2ccnc(NCCNS(=O)(=O)c3cccc(F)c3)n2)cc1,95,143,68,68,69,55,58,50,112
Cc1cc(C)n(C(=O)Cn2c(C)nc3ccccc3c2=O)n1,.,110,102,106,94,78,83,101,101
CCOc1ccccc1N(CCO)CCO,105,97,106,93,116,100,97,102,104
Cc1nn(-c2ccccc2)c2nc3c(nc12)C1=NCCN1C(c1ccc(Cl)cc1)N3 (stereo not given),94,-25*,77,89,69,59,66,19,77
CC(C)=CCC[C@](C)(OCCC#N)[C@H]1CC[C@]2(C)[C@@H]1CC[C@@H]1[C@@]3(C)CC[C@H](OCCC#N)C(C)(C)[C@@H]3CC[C@]12C,87,96,91,90,82,89,99,72,88
O=C(NNC(=O)c1ccccc1Cl)c1ccccc1Cl,111,110,95,104,101,83,106,101,.
OC(c1ccccc1)C(O)c1ccccc1 (stereo not given),105,98,94,99,94,94,103,100,113
O=C(c1ccccc1)C(Br)C(Br)c1ccccc1 (stereo not given),103,93,.,104,-96*,.,86,-53*,-77*
O=P(c1ccccc1)(c1ccccc1)C(O)c1ccncc1 (stereo not given),101,98,97,110,92,96,104,100,108
Cc1ccc(/C=C/C(=O)C(=O)/C=C/c2ccc(C)cc2)cc1,92,110,97,105,-37*,90,95,91,100
Cc1nc(N)nc(Nc2ccc(C#N)cc2)c1Br,86,106,79,95,99,88,99,90,102
CC1(O)CCC2CC3OC3(CO)CCC3OC3(C)CCC1C2(C)C (stereo not given),105,86,107,103,107,100,120,106,98
Cc1nc(C)c(CSC2N=C(c3ccc(F)cc3)c3cnn(-c4ccccc4)c3N2)nc1C (stereo not given),112,107,99,96,73,65,90,92,93
CCCCCCCCC(=O)N1CCOCC1,103,120,102,96,107,99,103,112,115
COc1ccc(N2C(=O)C(Oc3ccccc3)C2c2ccccc2)cc1 (stereo not given),116,98,89,105,93,91,89,94,103
O=C1/C(=C\c2ccc(F)cc2)CN(C(=O)c2ccccc2F)C/C1=C\c1ccc(F)cc1,9.9*,-84*,-51*,-57*,-75*,-73*,-16*,-37*,-78*
Cc1nc(SCC(=O)O)n[nH]1,103,102,103,99,100,91,103,104,100
CC(=O)c1ccc(NC(=O)CSc2nnc(-c3cnccn3)n2-c2ccccc2)cc1,111,102,106,85,99,69,103,98,98
CCOC(=O)C1=C(C(=O)OCC)N(c2ccc(Cl)cc2)C(N)=C(C#N)C1c1cc(=O)[nH]c2ccccc12 (stereo not given),114,106,108,90,102,77,98,103,97
CCOC(=O)Nc1cc(C(F)(F)F)cc(C(F)(F)F)c1,95,101,99,98,105,81,97,100,102
COc1ccc2c(CSc3nc(-c4ccc(Cl)cc4)c(C#N)c(=O)[nH]3)cc(=O)oc2c1,103,101,98,106,113,87,104,111,107
CC(=O)Nc1cc2c(cc1[N+](=O)[O-])-c1ccc(F)cc1C2,86,86,90,83,81,56,93,85,100
CCOC(=O)c1cnc(Nc2nc3ccccc3s2)[nH]c1=O,90,112,107,103,99,90,100,106,108
NC1=NC2(CCCCC2)N(c2ccc(S(N)(=O)=O)cc2)C(N)=N1,96,105,105,99,103,91,102,102,105
CCCCCCCCCCCCCCCCOc1cccc(C=O)c1,118,94,103,95,82,78,96,90,119
Cc1ccc2c(n1)C(=O)C(Cl)=C(Nc1ccc(C)c(C)c1)C2=O,140,58,104,0.1*,12,44,24,103,34
O=C(CSc1nnc(-c2ccc3nc(-c4ccccc4)[nH]c3c2)o1)Nc1ccc(C(=O)/C=C/c2ccc(Cl)cc2)cc1,107,106,97,90,91,74,105,104,109
Nc1cn[nH]c(=O)c1Cl,96,101,106,95,107,93,107,101,101
Nc1c2c(nc3ccc(Br)cc13)CC(c1ccc(Cl)cc1)CC2=O (stereo not given),114,111,100,101,92,92,96,118,105
CC(=O)c1cccc(Nc2ccnc(SCC(=O)c3ccc(Cl)cc3)n2)c1,117,105,101,89,87,63,98,110,99
Cc1cc(=O)n2n1-c1ccc(Cl)cc1NC(=O)C2,117,110,108,99,107,90,101,.,109
NCCNCCN,108,105,98,102,101,87,105,104,100
Nc1ccc(Nc2nccc(-c3ccc(Cl)cc3)n2)cc1,95,107,94,92,86,75,75,91,96
CCOC(=O)c1cc(CC)sc1N,112,96,102,104,105,93,95,103,108
COc1ccc2[nH]c(C(=O)O)cc2c1,98,98,97,91,102,82,96,104,96

# Quoted from the listing, 2 compounds:
SMILES,TK-10,HCC-2998,786-0,SN12C,HCT-116,UO-31,HCT-15,HT29,SW-620
CCOC(=O)c1cc(CC)sc1N,112,96,102,104,105,93,95,103,108
COc1ccc2[nH]c(C(=O)O)cc2c1,98,98,97,91,102,82,96,104,96

# Next records:
SMILES,TK-10,HCC-2998,786-0,SN12C,HCT-116,UO-31,HCT-15,HT29,SW-620
C/C(=N\N=C1/SCC(=O)N1c1ccccc1)c1ccco1,97,109,52,131,93,85,112,136,109
N#Cc1ncc(-c2cc(F)ccc2F)c(NC2CCCCCC2)n1,101,82,98,81,86,82,83,95,96
CN(C)c1ccc(C(=O)O)cc1,105,109,109,102,109,99,102,99,120
COC(=O)c1nc(-c2ccccc2)oc1S(=O)(=O)NCCO,90,114,88,93,79,79,82,103,103
CC(=O)OC1CC2C(C)(C)CCC[C@]2(C)C2=C1C(O)=C(C(C)C)C(=O)C2=O (stereo not given in full),23,-76*,-3.4*,3.3*,-8.3*,.,-23*,17,-51*
C=CCN1C(=O)CS/C1=N/S(=O)(=O)c1ccc(NNc2c3ccccc3nc3ccccc23)cc1,116,116,104,94,92,78,95,103,93
Oc1ccccc1CC=NC1CCCCC1,95,97,98,99,95,60,105,103,102
CC1=CCCC1,100,119,106,105,99,92,104,105,110
CCN(CC)CCCC(C)Nc1c2ccc(Cl)cc2nc2ccc(O)cc12 (stereo not given),55,25,22,31,15,34,42,48,25
COc1cnc2c(c1)C(=O)c1c-2n(CCCn2ccnc2)c(=O)c2cc(Cl)ccc12,46,32,-18*,10,-21*,-0.2*,29,-31*,20
Nc1ccn([C@@H](C=O)C[C@@H](C=O)CO)c(=O)n1,107,107,101,94,102,90,105,104,103

# Of the compounds above, these contain sulfur:
SMILES,TK-10,HCC-2998,786-0,SN12C,HCT-116,UO-31,HCT-15,HT29,SW-620
CSC(=O)NNc1nc2ccccc2s1,105,99,107,104,104,67,103,92,112
Cc1cccc(NC(=S)Nc2nnc3c4c5c(sc4ncn23)CCCC5)c1,126,105,100,97,85,87,101,102,102
Cc1nc2sc(-c3nc4ccccc4[nH]3)c(N)c2c(C)c1Br,133,91,104,106,103,70,98,93,98
COc1ccc(-c2nc3sccn3c2-c2ccnc(NCCNS(=O)(=O)c3cccc(F)c3)n2)cc1,95,143,68,68,69,55,58,50,112
Cc1nc(C)c(CSC2N=C(c3ccc(F)cc3)c3cnn(-c4ccccc4)c3N2)nc1C (stereo not given),112,107,99,96,73,65,90,92,93
Cc1nc(SCC(=O)O)n[nH]1,103,102,103,99,100,91,103,104,100
CC(=O)c1ccc(NC(=O)CSc2nnc(-c3cnccn3)n2-c2ccccc2)cc1,111,102,106,85,99,69,103,98,98
COc1ccc2c(CSc3nc(-c4ccc(Cl)cc4)c(C#N)c(=O)[nH]3)cc(=O)oc2c1,103,101,98,106,113,87,104,111,107
CCOC(=O)c1cnc(Nc2nc3ccccc3s2)[nH]c1=O,90,112,107,103,99,90,100,106,108
NC1=NC2(CCCCC2)N(c2ccc(S(N)(=O)=O)cc2)C(N)=N1,96,105,105,99,103,91,102,102,105
O=C(CSc1nnc(-c2ccc3nc(-c4ccccc4)[nH]c3c2)o1)Nc1ccc(C(=O)/C=C/c2ccc(Cl)cc2)cc1,107,106,97,90,91,74,105,104,109
CC(=O)c1cccc(Nc2ccnc(SCC(=O)c3ccc(Cl)cc3)n2)c1,117,105,101,89,87,63,98,110,99
CCOC(=O)c1cc(CC)sc1N,112,96,102,104,105,93,95,103,108
C/C(=N\N=C1/SCC(=O)N1c1ccccc1)c1ccco1,97,109,52,131,93,85,112,136,109
COC(=O)c1nc(-c2ccccc2)oc1S(=O)(=O)NCCO,90,114,88,93,79,79,82,103,103
C=CCN1C(=O)CS/C1=N/S(=O)(=O)c1ccc(NNc2c3ccccc3nc3ccccc23)cc1,116,116,104,94,92,78,95,103,93
